SR-BI DiI inh: inhibitors of mouse SR-BI mediated HDL lipid uptake | Q61009 | ldlA[mSR-BI] CHO cells, DiI-HDL uptake fluorescence, 3 h | inhibition, % at 12.5 µM | hit rate 0.96% among 320,000;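 active means mean replicate inhibition of at least 70% and a set share of replicates each scoring 70 or more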;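 further: 0% = median of neutral control wells and 100% = median of positive control wells; values of inactives mirror those of a sister screen read the other way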
DAGLB inh: blocks human DAGLB lipase activity. inhibition, % at 5.17 µM. Q8NCG7. hit rate 0.059% among 340,000. HEK293T DAGLB membrane lysate, EnzChek fluorogenic substrate; in the data active means inhibition above about 34%;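 further: 0% = enzyme with vehicle and 100% = wells lacking enzyme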
Target sequence (Q8NCG7 whole entry, looked up): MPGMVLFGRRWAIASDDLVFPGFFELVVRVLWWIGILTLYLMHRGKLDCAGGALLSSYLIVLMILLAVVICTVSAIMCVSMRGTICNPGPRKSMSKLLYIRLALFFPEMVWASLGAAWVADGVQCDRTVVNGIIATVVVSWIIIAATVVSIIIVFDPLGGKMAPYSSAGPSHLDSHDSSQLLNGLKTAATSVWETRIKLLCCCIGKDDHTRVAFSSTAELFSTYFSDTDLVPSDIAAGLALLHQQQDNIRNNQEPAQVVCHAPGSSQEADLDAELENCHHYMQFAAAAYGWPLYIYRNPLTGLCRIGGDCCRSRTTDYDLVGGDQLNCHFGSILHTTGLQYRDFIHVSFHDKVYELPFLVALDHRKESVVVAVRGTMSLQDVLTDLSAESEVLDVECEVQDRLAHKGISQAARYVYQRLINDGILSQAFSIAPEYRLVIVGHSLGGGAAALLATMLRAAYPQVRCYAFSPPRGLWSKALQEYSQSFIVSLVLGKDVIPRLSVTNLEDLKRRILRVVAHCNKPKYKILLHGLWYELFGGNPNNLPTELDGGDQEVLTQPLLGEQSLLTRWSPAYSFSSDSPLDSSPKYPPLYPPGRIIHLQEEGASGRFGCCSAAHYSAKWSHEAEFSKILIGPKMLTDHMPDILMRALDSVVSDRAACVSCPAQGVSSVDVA
Keap1-Nrf2 PPI: disrupts human Keap1 binding to Nrf2 peptide. Q14145. Keap1 Kelch-Nrf2 peptide fluorescence polarization, 1536-well. inhibition, % at 9.4 µM. hit rate 0.15% among 340,000. AID 504523; in the data active means inhibition above about 12%;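 further: human Keap1 Kelch domain with fluorescein labeled Nrf2 9mer peptide probe; 0% = neutral control wells and 100% = peptide positive control; higher means more block of Keap1 binding to Nrf2 peptide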
C-LANA FP: KSHV C-LANA DNA binding inhibition | AID 504423 | hit rate 0.078% among 340,000 | inhibition, % at 9 µM | MBP-C-LANA/FAM-LBS DNA binding, fluorescence polarization;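 active means highest replicate inhibition at or above 60% at 9 µM, even if other replicates fall short; inactive means all replicates below 60% inhibition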;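 further: 0% = neutral control wells and 100% = 4 µM acridine orange control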
PKA-R2B act: activates the human PKA-R2B holoenzyme complex; hit rate 0.079% among 340,000; AID 504700; P22694+P31323; PKA-R2B holoenzyme dissociation, Cy5-IP20 fluorescence polarization; R2B truncated from residue 108, S112A mutant; 0% DMSO only, 100% 113 µM cGMP; activation, % at 11.4 µM;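 active means activation above a cutoff set at the mean over all compounds plus 3 SD, cut at about 18% in these data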;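 further: higher means more holoenzyme dissociation and a rise in polarization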
Target sequence (P31323 whole entry, looked up, other chains not shown, the tested form may be a part): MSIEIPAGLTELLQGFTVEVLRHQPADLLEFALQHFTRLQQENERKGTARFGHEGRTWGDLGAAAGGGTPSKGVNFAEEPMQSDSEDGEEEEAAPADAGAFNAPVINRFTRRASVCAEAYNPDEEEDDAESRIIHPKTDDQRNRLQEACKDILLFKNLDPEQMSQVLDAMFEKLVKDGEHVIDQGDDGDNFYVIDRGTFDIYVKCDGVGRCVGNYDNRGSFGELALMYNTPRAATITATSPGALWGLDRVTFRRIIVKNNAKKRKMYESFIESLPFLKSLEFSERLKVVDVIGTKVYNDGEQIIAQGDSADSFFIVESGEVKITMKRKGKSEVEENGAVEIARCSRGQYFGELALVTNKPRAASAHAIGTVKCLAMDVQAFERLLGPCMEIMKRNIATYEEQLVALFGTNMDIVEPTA
PvdQ inh: blocks Pseudomonas aeruginosa PvdQ acylase activity. hit rate 0.063% among 340,000. purified PvdQ acylase, fluorescence plate reader. inhibition, % at 10 µM. AID 488965; in the data active means inhibition above about 30%, passing the limit was not always enough;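 further: 0% = vehicle neutral wells and 100% = reference inhibitor wells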
NSD2 HMT inh: NSD2 (human) methyltransferase inhibition. AID 743445. inhibition, % at 12.5 µM. NSD2 peptide methylation, AlphaScreen, 120 min. hit rate 0.54% among 310,000. O96028; in the data active means inhibition above about 50%
Arrestin-AP2 inh: blocks beta-arrestin peptide binding to AP2 adaptin. FITC-arrestin peptide / GST-AP2 beads, flow cytometry; AP2 beta2 appendage carries R879A mutation. inhibition, % at 10 µM. hit rate 0.31% among 340,000;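 active means inhibition above a set limit, near 3 SD of compounds lacking own fluorescence, cut at about 54% in these data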;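 further: plate controls were DMSO wells for no effect and 5 µM unlabelled arrestin peptide for full effect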
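Material – AP2 appendage R879A on GSH beads · Buffer or medium – PBS with 0.05% Tween 20 and 0.1% BSA · Probe or stimulus – fluorescein-tagged arrestin peptide at 50 nM final · Incubation – compound with beads 12 min RT, then probe 1 h RT · Detection – high-throughput flow cytometry of beads, ex 488, em 535 nm · Evaluation – percent response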
SR-BI uptake up: SR-BI HDL lipid transfer activation | activation, % at 12.5 µM | hit rate 0.096% among 320,000 | CHO ldlA[mSR-BI] cells, DiI-HDL uptake fluorescence, 3 h; 100 = double the neutral-control signal | AID 504775;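 active means mean replicate activation of at least 60% and every replicate at or above 60%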;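 further: 0% = median plate neutral-control signal and 100% = twice that signal; values of inactives mirror those of a sister screen read the other way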
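Assay system: CHO ldlA[mSR-BI] cells, LDL receptor-null, SR-BI overexpressing; medium: Ham's F12 with 0.5% BSA, HEPES 25 mM, pH 7.4; also added: DiI-HDL 10 µg/mL; timing: 3 h uptake period with compound, 37 °C; signal: DiI fluorescence, bottom read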
RTF Ca sens inh: cardiac RTF calcium desensitization; P19429+P45379; IANBD-labeled cardiac RTF, Ca2+ fluorescence; inhibition, % at 7.15 µM; hit rate 0.12% among 340,000; AID 493244;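 active means inhibition above the mean inhibition of all tested compounds plus 3 SD, cut at about 17% in these data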;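 further: assay run at fixed EC70 calcium of 1.6 mM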
* = called active by the depositor. The order is random; about 2.1% have a hit in one of these screens.

Cc1noc(C)c1CS(=O)(=O)c1ccc([N+](=O)[O-])cc1 was read as SR-BI DiI inh -3, DAGLB inh 4, Keap1-Nrf2 PPI -2, C-LANA FP 0.0, PKA-R2B act -9, PvdQ inh -5, NSD2 HMT inh 4, Arrestin-AP2 inh 5, SR-BI uptake up 3 and RTF Ca sens inh 6.
Screening COc1ccc(C2C(C(=O)c3cccs3)=C(O)C(=O)N2CCN2CCOCC2)c(OC)c1 (stereo not drawn) returned SR-BI DiI inh -28, DAGLB inh 1, Keap1-Nrf2 PPI 2, C-LANA FP -0.2, PKA-R2B act 8, PvdQ inh -3, NSD2 HMT inh -2, Arrestin-AP2 inh -14, SR-BI uptake up 28 and RTF Ca sens inh -9.
Cc1cccc(C)c1NC(=O)c1sccc1SCc1cccc(C(F)(F)F)c1 was read as SR-BI DiI inh 29, DAGLB inh -17, Keap1-Nrf2 PPI -6, C-LANA FP -5.7, PKA-R2B act -10, PvdQ inh 3, NSD2 HMT inh 0, Arrestin-AP2 inh 3, SR-BI uptake up -29 and RTF Ca sens inh 8.
`NC(=O)CC(NC(=O)c1ccccc1)C(=O)O` (stereo not drawn) gave SR-BI DiI inh -12, DAGLB inh -2, Keap1-Nrf2 PPI 2, C-LANA FP -0.4, PKA-R2B act -10, PvdQ inh 6, Arrestin-AP2 inh 0, SR-BI uptake up 12 and RTF Ca sens inh -1.
`Cc1cc(N/C=C\C(=O)c2ccc(Cl)c(Cl)c2)no1` gave DAGLB inh -5, Keap1-Nrf2 PPI -3, C-LANA FP -0.9, PKA-R2B act -9, PvdQ inh 2, NSD2 HMT inh -1, Arrestin-AP2 inh 16 and RTF Ca sens inh -2.
`Cc1cc2cc(CCNS(C)(=O)=O)c(=O)[nH]c2cc1C` gave SR-BI DiI inh -11, DAGLB inh 0, Keap1-Nrf2 PPI -5, C-LANA FP 1.7, PKA-R2B act 0, PvdQ inh -12, NSD2 HMT inh -2, Arrestin-AP2 inh -7, SR-BI uptake up 11 and RTF Ca sens inh -4.
CCOC(=O)C(NC(=O)c1ccc(OC)cc1)(Nc1cc(C)on1)C(F)(F)F (stereo not drawn) was read as SR-BI DiI inh 2, DAGLB inh -4, Keap1-Nrf2 PPI -9, C-LANA FP -0.5, PKA-R2B act 0, PvdQ inh -18, NSD2 HMT inh -1, Arrestin-AP2 inh 11, SR-BI uptake up -2 and RTF Ca sens inh -8.
Screening OC(CN1CCCCC1)Cn1c2ccccc2c2cc(Br)ccc21 (stereo not drawn) returned SR-BI DiI inh 3, DAGLB inh -1, Keap1-Nrf2 PPI 1, C-LANA FP -1.5, PKA-R2B act -1, PvdQ inh -12, NSD2 HMT inh 0, Arrestin-AP2 inh -1, SR-BI uptake up -3 and RTF Ca sens inh 2.
Screening CCOC(=O)Nc1ccc2c(c1)N(C(=O)CCN1CCN3CCCC3C1)c1ccccc1CC2 (stereo not drawn) returned SR-BI DiI inh -8, DAGLB inh -5, Keap1-Nrf2 PPI -7, C-LANA FP 2.2, PKA-R2B act 2, PvdQ inh -10, NSD2 HMT inh -3, Arrestin-AP2 inh -1, SR-BI uptake up 8 and RTF Ca sens inh -11.
O=C(O)c1cc([N+](=O)[O-])cc2c1C=Cc1ccccc1O2 was read as SR-BI DiI inh -10, DAGLB inh 1, Keap1-Nrf2 PPI -4, C-LANA FP 2.5, PKA-R2B act 9, PvdQ inh -2, NSD2 HMT inh 4, Arrestin-AP2 inh 17, SR-BI uptake up 10 and RTF Ca sens inh -2.
`CCC(C)(C)n1nnnc1C(c1ccncc1)N1CCC(Cc2ccccc2)CC1` (stereo not drawn) gave SR-BI DiI inh -12, DAGLB inh 1, Keap1-Nrf2 PPI -9, C-LANA FP 1.2, PKA-R2B act -1, PvdQ inh -1, NSD2 HMT inh -2, Arrestin-AP2 inh -6, SR-BI uptake up 12 and RTF Ca sens inh 0.
`CCOC(=O)C1=C(C)N(C)C(=O)NC1c1c(O)ccc2ccccc12` (stereo not drawn) gave SR-BI DiI inh 8, DAGLB inh 1, Keap1-Nrf2 PPI -9, C-LANA FP 0.5, PKA-R2B act -9, PvdQ inh -24, NSD2 HMT inh -1, Arrestin-AP2 inh 4, SR-BI uptake up -8 and RTF Ca sens inh -10.
CCOc1cc(N2CCOCC2)c(OCC)cc1NC(=O)COC(=O)C1CCCN1S(=O)(=O)c1ccccc1F (stereo not drawn) was read as SR-BI DiI inh 23, DAGLB inh 3, Keap1-Nrf2 PPI 2, C-LANA FP -0.9, PKA-R2B act 0, PvdQ inh -12, NSD2 HMT inh 3, Arrestin-AP2 inh 2, SR-BI uptake up -23 and RTF Ca sens inh -4.
Screening O=C(Nc1nc(-c2nc3ccccc3s2)cs1)c1ccco1 returned SR-BI DiI inh -9, DAGLB inh -8, Keap1-Nrf2 PPI -6, C-LANA FP 0.3, PKA-R2B act 3, PvdQ inh -19, Arrestin-AP2 inh -3, SR-BI uptake up 9 and RTF Ca sens inh 0.
O=C(NNC(=S)Nc1cccc(C(F)(F)F)c1)c1ccc(Cl)cc1Cl was read as SR-BI DiI inh -10, DAGLB inh 8, Keap1-Nrf2 PPI -1, C-LANA FP -0.2, PKA-R2B act -2, PvdQ inh 28, NSD2 HMT inh -8, Arrestin-AP2 inh 31, SR-BI uptake up 10 and RTF Ca sens inh -2.
`O=C(COC(=O)Cc1cccc(C(F)(F)F)c1)Nc1ccc2c(c1)OCCO2` gave SR-BI DiI inh -38, DAGLB inh -5, Keap1-Nrf2 PPI 1, C-LANA FP -0.2, PKA-R2B act -8, PvdQ inh -2, NSD2 HMT inh -2, Arrestin-AP2 inh -12, SR-BI uptake up 38 and RTF Ca sens inh 1.
COc1ccc(-c2cccc(C(=O)N3CCOCC3)c2)cc1 was read as SR-BI DiI inh 2, DAGLB inh -3, Keap1-Nrf2 PPI 4, C-LANA FP 1.2, PKA-R2B act 3, PvdQ inh -15, NSD2 HMT inh 2, Arrestin-AP2 inh -13, SR-BI uptake up -2 and RTF Ca sens inh 1.
Screening CCCCS(=O)CC(COCc1ccccc1)OC(=O)CSc1nc(C)cc(C)n1 (stereo not drawn) returned SR-BI DiI inh 0, DAGLB inh 1, Keap1-Nrf2 PPI -3, C-LANA FP 0.0, PKA-R2B act 12, PvdQ inh -13, NSD2 HMT inh -2, Arrestin-AP2 inh 6, SR-BI uptake up 0 and RTF Ca sens inh -23.
For CC(C)n1ncc(N2CCOCC2)c(Cl)c1=O the results were SR-BI DiI inh -28, DAGLB inh -4, Keap1-Nrf2 PPI -5, C-LANA FP 6.8, PKA-R2B act -8, PvdQ inh 16, NSD2 HMT inh 0, Arrestin-AP2 inh 9, SR-BI uptake up 28 and RTF Ca sens inh -16.
Screening Cc1ccc(S(=O)(=O)N2C=CC(C(F)(F)F)=NCC2)cc1 returned SR-BI DiI inh -25, DAGLB inh 0, Keap1-Nrf2 PPI 4, C-LANA FP 1.0, PKA-R2B act 5, PvdQ inh 9, NSD2 HMT inh -2, Arrestin-AP2 inh 7, SR-BI uptake up 25 and RTF Ca sens inh -6.
`CS(=O)(=O)N(CC(=O)Nc1cccc(Cl)c1Cl)c1ccccc1` gave SR-BI DiI inh 24, DAGLB inh 0, Keap1-Nrf2 PPI -2, C-LANA FP -0.6, PKA-R2B act -14, PvdQ inh -2, NSD2 HMT inh 1, Arrestin-AP2 inh -1, SR-BI uptake up -24 and RTF Ca sens inh 2.
CCCOc1ccc(-c2c(=O)n(OCc3ccc([N+](=O)[O-])cc3)c3ccccc3[n+]2[O-])cc1 was read as SR-BI DiI inh 17, DAGLB inh -3, Keap1-Nrf2 PPI -1, C-LANA FP -1.6, PKA-R2B act 2, PvdQ inh 12, NSD2 HMT inh 1, Arrestin-AP2 inh -3, SR-BI uptake up -17 and RTF Ca sens inh 3.
Screening CCn1c(=O)cc(C(=O)OC)sc1=Nc1ccc(F)c(F)c1 returned SR-BI DiI inh 30, DAGLB inh -5, Keap1-Nrf2 PPI 2, C-LANA FP -1.7, PKA-R2B act 1, PvdQ inh -7, Arrestin-AP2 inh 4, SR-BI uptake up -30 and RTF Ca sens inh -8.
`CCn1cc(C2C3=C(CC(C)(C)CC3=O)N(c3ccc(C)cc3)C3=C2C(=O)CC(C)(C)C3)c(C)n1` gave DAGLB inh -2, Keap1-Nrf2 PPI -2, C-LANA FP 15, PKA-R2B act -8, PvdQ inh -3, Arrestin-AP2 inh 0 and RTF Ca sens inh 6.
Screening CC(C)C1COC(c2cccc3ccccc23)=N1 (stereo not drawn) returned SR-BI DiI inh -20, DAGLB inh -7, Keap1-Nrf2 PPI -5, C-LANA FP -3.9, PKA-R2B act -10, PvdQ inh -6, Arrestin-AP2 inh 0, SR-BI uptake up 20 and RTF Ca sens inh -12.
Cc1nnc(NC(=O)c2ccccc2-c2ccccc2C(=O)O)s1 was read as SR-BI DiI inh -21, DAGLB inh 1, Keap1-Nrf2 PPI -2, C-LANA FP -7.9, PKA-R2B act -2, PvdQ inh -10, Arrestin-AP2 inh 10, SR-BI uptake up 21 and RTF Ca sens inh -3.
For COc1ccc(S(=O)(=O)N2CCC(C(=O)NC3CCCCC3C)CC2)cc1 (stereo not drawn) the results were SR-BI DiI inh -10, DAGLB inh -7, Keap1-Nrf2 PPI -10, C-LANA FP 0.1, PKA-R2B act -10, PvdQ inh -10, NSD2 HMT inh -7, Arrestin-AP2 inh 2, SR-BI uptake up 10 and RTF Ca sens inh -6.
Screening CCN(c1cccc(C)c1)S(=O)(=O)c1cccc(C(=O)O)c1 returned SR-BI DiI inh 2, DAGLB inh 3, Keap1-Nrf2 PPI 1, C-LANA FP -0.4, PKA-R2B act -4, PvdQ inh -7, NSD2 HMT inh -4, Arrestin-AP2 inh 1, SR-BI uptake up -2 and RTF Ca sens inh -9.
Cc1ccnc(NC(=O)c2ccc(NS(=O)(=O)/C=C/c3ccccc3)cc2)c1 was read as SR-BI DiI inh -9, DAGLB inh 2, Keap1-Nrf2 PPI -4, C-LANA FP -1.2, PKA-R2B act -4, PvdQ inh -14, NSD2 HMT inh 1, Arrestin-AP2 inh -23, SR-BI uptake up 9 and RTF Ca sens inh -33.
`O=C(Nc1nnc(-c2ccc(Cl)cc2)o1)Nc1ccccc1F` gave SR-BI DiI inh -15, DAGLB inh 2, Keap1-Nrf2 PPI 2, C-LANA FP 2.0, PKA-R2B act -11, PvdQ inh -3, NSD2 HMT inh -3, Arrestin-AP2 inh -12, SR-BI uptake up 15 and RTF Ca sens inh -8.

Source: PubChem BioAssay (several laboratories)
